NS5 inhibitors: flavivirus cap methylation enzyme inhibition – biochemical, confirmation dose response, primary screen (AID 588689); 340,000 compounds, 0.3% hits; Dengue-2 NS5 methyltransferase capping enzyme assay, biochemical; higher % means a stronger effect; inhibition, % at 25 µM, or IC50 in µM where a hit was titrated; in the data active means a potency from the dose series; inconclusive means inhibition above about 29% without an active follow-up result
MgcRacGAP inhibition: MgcRacGAP GTPase-activating activity inhibitors, confirmation, biochemical, ADP Hunter fluorescence | MgcRacGAP-stimulated Rac1 GTP hydrolysis, ADP Hunter fluorescence; higher % means a stronger effect; GST-tagged Rac1 F28L mutant substrate | inhibition, % at 30 µM, or IC50 in µM where a hit was titrated | 340,000 compounds, 0.6% hits;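 active means first-screen hits whose inhibition reached a set limit at any dose in the follow-up dose series; inconclusive means inhibition above the set first-screen limit but never retested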;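 further: fluorescence reports GDP produced by GAP-driven GTP hydrolysis; strong numbers were not always called active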
UTI89 phage lysis: inhibition of K1F phage lysis, E. coli UTI89, bacterial capsule biogenesis inhibitors, alamar blue (AID 488966); E. coli UTI89 K1F phage lysis, alamar blue, 2 h; higher % means a stronger effect; inhibition, % at 100 µM; hits with a dose series show IC50 in µM; 340,000 compounds, 0.02% hits;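 active means phage lysis inhibition, versus mean bacterial control, above a set limit; inconclusive means no clear call, values can overlap the other calls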;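 further: capsule biogenesis inhibitors block K1F phage lysis so surviving cells raise fluorescence; higher fluorescence means more inhibition of phage lysis; actives were called in the ten point dose series up to 300 µM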
PhoP inhibition: PhoP-dependent GFP reporter repression – Salmonella Typhimurium, primary screen (AID 1863); S. Typhimurium PhoP-regulated promoter GFP reporter, 4 h; higher % means a stronger effect; 300,000 compounds, 0.16% hits; inhibition, % at 50 µM; hits with a dose series show IC50 in µM;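 active means inhibition over 29.93%, a cutoff 3 SD above the screen mean, later confirmed by dose response; inconclusive means inhibition over 29.93% but no dose response follow-up; inactive means inhibition at most 29.93% or unconfirmed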;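 further: 0% = low Mg2+ inducing control and 100% = high Mg2+ repressing control; strong numbers were not always called active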
GPR35 arrestin U2OS: inhibition of zaprinast-stimulated GPR35 beta-arrestin translocation – imaging, U2OS, beta-arrestin-GFP, zaprinast agonist, primary screen (AID 2058). U2OS GPR35 beta-arrestin-GFP translocation imaging, zaprinast antagonism; higher % means a stronger effect. inhibition, % at 10 µM; hits with a dose series show IC50 in µM. 290,000 compounds, 0.052% hits;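 active means inhibition of at least 50% with at least 30 cells and total cytoplasm GFP at most 10,000,000; inconclusive means under 30 cells or total GFP of 10,000,000 plus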
HIV peptide binding: cell-free HIV fusion peptide-binding blockers – biochemical, uHTS, fluorescence dequenching, primary screen (AID 1986); cell-free peptide binding, fluorescence dequenching, 30 min; higher % means a stronger effect; 290,000 compounds, 0.3% hits; inhibition, % at 20 µM, or IC50 in µM where a hit was titrated; in the data active means inhibition mostly above about 52%, no sharp cut-off; inactive means mostly below about 76%; further: some results filed as inactive read as strong as hits
SV40 large T antigen: SV40 large T antigen inhibitors, biochemical (AID 1903); one-dose inhibition, % at 20 µM; IC50 in µM for titrated hits; SV40 large T antigen ATPase/helicase inhibition assay; higher % means a stronger effect; 310,000 compounds, 0.39% hits; in the data active means a potency from the dose series; inconclusive means inhibition mostly from about 32% at the one dose, without a potency; inactive means the rest, 99 in 100 with inhibition below about 32%; further: strong numbers were not always called active
RSV CPE inhibition: inhibition of RSV-induced cytopathic effect – HEp-2 cells, primary 10 µM value included (AID 2391); HEp-2 cells, RSV-induced CPE inhibition; higher % means a stronger effect; CPE inhibition, % at 10 µM; hits with a dose series show IC50 in µM; 310,000 compounds, 0.13% hits; in the data active means a potency from the dose series; inconclusive means CPE inhibition mostly from about 23% at the one dose, without a potency; inactive means the rest, 99 in 100 with CPE inhibition below about 21%; further: strong numbers were not always called active
GPR55 antagonists: GPR55 antagonists blocking LPI-driven arrestin recruitment, primary screen, imaging, U2OS, beta-arrestin-GFP, LPI agonist (AID 2013) | U2OS GPR55 beta-arrestin-GFP translocation imaging, LPI antagonism; higher % means a stronger effect | one-dose inhibition, % at 10 µM; IC50 in µM for titrated hits | 290,000 compounds, 0.13% hits;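 active means spots per cell inhibited over 60%, with over 100 cells counted and total cytoplasm intensity under 500,000; inconclusive means wells with under 100 cells, flagged as likely toxic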;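 further: U2OS cells stably carrying GPR55 and arrestin-GFP stimulated by 5 µM LPI near EC80; imaged beta-arrestin-GFP aggregate spots per cell after agonist stimulation; plate controls were LPI-stimulated DMSO wells for no effect and DMSO wells without LPI for full effect; some results filed as inactive read as strong as hits; confirmed hits need IC50 under 10 µM and bright autofluorescent wells are also inconclusive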
NS5 inhibitors pilot replicate: recorded beside NS5 inhibitors, whose call it bears; inhibition, %; measured here: pilot screen replicate inhibition
An asterisk follows results filed as active; i = inactive; u = inconclusive; x = not tested or not shown; [ ] = dose if it differs, or a comment.

SMILES	NS5 inhibitors	MgcRacGAP inhibition	UTI89 phage lysis	PhoP inhibition	GPR35 arrestin U2OS	HIV peptide binding	SV40 large T antigen	RSV CPE inhibition	GPR55 antagonists	others
O=S(=O)(Cc1ccccc1)Nc1ccccc1	2%	12%	0.3%	-6%	2%	-0.6%	6%	0.9%	-7%	NS5 inhibitors pilot replicate=-2.1
CCn1c(=O)c2c(nc(SCc3ccccn3)n2C)n(C)c1=O	-6%	-1%	0.9%	-2%	7%	3.1%	6%	x	-1%
O=C(NC1CCCCC1)C1CCN(S(=O)(=O)c2cccs2)CC1	1%	0%	1.5%	-3%	18%	1.3%	0%	0.5%	21%
O=C(O)c1cc(-c2ccc(Cl)cc2)n(-c2cccc(Cl)c2)n1	8%	14%	0.1%	x	9%	1.8%	14%	-0.1%	-1%
CCCCOc1ccc(CSC(=N)N)cc1Cl	3%	8%	i	1%	10%	-0.3%	9%	-0.8%	24%
CCCCc1ccc(Nc2nc(N3CCOCC3)nc(N3CCOCC3)n2)cc1	-7%	9%	0.4%	11%	-9%	0.9%	11%	8.4%	-14%
Cc1noc(C)c1C(=O)Nc1ccccc1N1CCOCC1	0%	6%	1.2%[50 µM]	x	x	x	x	1.6%	x
CCOC(=O)c1[nH]c(C(=O)O)c(CCN(CC)CC)c1C	-3%	3%	5.2%	-3%	-9%	-1.8%	1%	-0.6%	0%
CC1CCN(C(=O)CCNS(=O)(=O)c2ccccc2)CC1	-6%	5%	0.7%	3%	7%	-0.6%	4%	-0.1%	-4%
Cc1ccc(C)n1-c1ccc(-c2ccnc(N)n2)cc1	-12%	0%	0.4%	11%	-8%	2.3%	22%	x	3%
COc1ccccc1C(=O)N/N=C(\C)CC(=O)Nc1ccccc1NC(C)=O	-1%	12%	0.0%	0%	0%	0.0%	6%	3.6%	12%	NS5 inhibitors pilot replicate=1.5
CN(C)CCCN(C(=O)COc1ccc(Cl)cc1)c1nc2cc3c(cc2s1)OCO3	0%	4%	0.1%	-2%	2%	0.2%	13%	2.7%	24%
CCOc1cccc(/C=N/NC(=O)c2cc(C3CC3)[nH]n2)c1O	-16%	9%	-0.3%	-7%	-7%	0.5%	10%	16%	-16%
CCOC(=O)C1(Cc2ccccc2C)CCCN(S(C)(=O)=O)C1 (configuration not stated)	-7%	8%	0.0%	9%	5%	-0.9%	-6%	-0.6%	-10%	NS5 inhibitors pilot replicate=0.3
COCCNC(=O)c1ccc(CS(=O)(=O)c2ccc(OC)cc2)o1	4%	6%	5.9%	-10%	-2%	3.7%	0%	1.4%	-1%
O=C(N/N=C/c1ccc[nH]1)c1cccc(Br)c1	-1%	8%	1.9%	12%	4%	1.4%	8%	1.7%	3%
CN(C)S(=O)(=O)c1ccc(C(=O)OCc2ccc(C#N)cc2)cc1	-9%	11%	0.1%	10%	4%	-0.4%	-8%	0.6%	6%
CN1CCN(C(=O)c2ccc3c(c2)NC(=O)C(N2CCOCC2)S3)CC1 (configuration not stated)	7%	9%	0.6%	-9%	9%	-2.7%	-2%	x	17%
CN1C(=O)C(O)(C2COC(C)(C)CC2=O)c2cc(Br)ccc21 (configuration not stated)	-2%	10%	2.4%	5%	0%	-2.0%	18%	2.1%	-3%
CC(C)CN1CCC(Oc2cccc(C(=O)NCCc3ccccc3)c2)CC1	-6%	11%	0.0%	0%	-18%	-0.7%	8%	-0.4%	8%

Next part; the last 2 above are carried over.
SMILES	NS5 inhibitors	MgcRacGAP inhibition	UTI89 phage lysis	PhoP inhibition	GPR35 arrestin U2OS	HIV peptide binding	SV40 large T antigen	RSV CPE inhibition	GPR55 antagonists	others
CN1C(=O)C(O)(C2COC(C)(C)CC2=O)c2cc(Br)ccc21 (configuration not stated)	-2%	10%	2.4%	5%	0%	-2.0%	18%	2.1%	-3%
CC(C)CN1CCC(Oc2cccc(C(=O)NCCc3ccccc3)c2)CC1	-6%	11%	0.0%	0%	-18%	-0.7%	8%	-0.4%	8%
CS(=O)(=O)N(Cc1nnc(-c2cccs2)o1)c1ccc(Cl)cc1F	-8%	9%	4.5%	-1%	4%	-3.3%	14%	1.9%	9%
CC(C)C[C@H](NC(=O)OC(C)(C)C)c1n[nH]c(=S)n1N	-5%	2%	1.8%	-3%	-8%	3.3%	10%	0.6%	6%
c1ccc(NCc2cccnc2)cc1	-4%	17%	0.2%	-5%	15%	-0.9%	22%	-0.2%	0%
Fc1ccc(N2CCN(Cc3cnc(Oc4ccc(Br)cc4)s3)CC2)cc1	1%	3%	4.0%	-2%	-5%	-0.6%	14%	u	-11%
Cc1c(C(=O)Oc2cc(N)n(S(C)(=O)=O)n2)cccc1[N+](=O)[O-]	-14%	18%	0.0%	-8%	-12%	1.8%	26%	2.8%	2%
COc1cccc(N/C=C/C(=O)c2ccc(Br)cc2)c1	-4%	6%	0.4%	x	x	x	x	18%	x
NS(=O)(=O)c1cccc(NC(=O)COC(=O)Cn2cc(C(F)(F)F)ccc2=O)c1	4%	1%	0.4%[50 µM]	x	x	x	x	1.6%	x
CCCCn1c(N)c(N(CC(C)C)C(=O)c2ccncc2)c(=O)[nH]c1=O	-5%	2%	1.4%[50 µM]	-7%	x	x	16%	-0.6%	x
CC(=O)N1CCN(CCN=CC2=C(O)CC(C)(C)CC2=O)CC1	-4%	7%	1.9%	11%	4%	1.5%	3%	0.2%	-8%
O=C(c1ccccc1Br)N1CCCC(c2nc(-c3cccs3)no2)C1 (configuration not stated)	-12%	5%	0.0%	6%	14%	-1.7%	14%	-0.3%	-1%
O=C(Nc1cc2c(cc1Cl)OCCCO2)c1ccc(F)cc1	-1%	10%	0.3%[50 µM]	-1%	15%	-1.7%	12%	u	16%
CC(Sc1ccccc1)C(=O)NCC(c1ccco1)N1CCCCC1 (configuration not stated)	0%	4%	-0.1%	-6%	x	x	17%	-1.4%	x
CC(C)Nc1nnc(SCC(=O)NCc2ccc3c(c2)OCO3)s1	-7%	8%	-0.3%	2%	-1%	-2.6%	7%	0.1%	4%
CC1CCN(c2c(NCc3ccc(C(=O)N4CCc5ccccc54)cc3)c(=O)c2=O)CC1	1%	5%	0.2%	-2%	-11%	0.5%	0%	8.0%	-6%
c1ccc(Cn2nnc(CNc3ccccc3)c2-c2c(CNc3ccccc3)nnn2Cc2ccccc2)cc1	0%	11%	0.3%	8%	-5%	2.6%	-4%	6.9%	-5%
Cc1cc(Br)ccc1SCC(=O)OCC(=O)N1CCN(C(=O)c2ccco2)CC1	-3%	15%	0.8%	-3%	0%	0.4%	3%	0.5%	5%
CCN(CC1COc2ccccc2O1)C(=O)c1ccc(Cl)c(S(=O)(=O)N2CC(C)OC(C)C2)c1 (configuration not stated)	-4%	6%	-0.2%[50 µM]	1%	x	x	10%	1.8%	x
O=C(CSc1cn(CCNC(=O)c2cccs2)c2ccccc12)NC1CCCC1	-3%	5%	-0.2%	6%	-10%	0.1%	7%	2.8%	9%
CCOC(=O)c1oc2cc(OCC(N)=O)ccc2c(=O)c1-c1ccc(OC)c(OC)c1	-2%	8%	0.4%	-3%	-10%	0.6%	17%	-0.4%	2%
COc1ccccc1N1CCN(Cc2cn[nH]c2-c2ccc(F)cc2)CC1	-8%	-9%	-0.7%	6%	-1%	-0.7%	0%	-0.9%	-2%

A draw from above in order of molecular weight, falling.
SMILES	NS5 inhibitors	MgcRacGAP inhibition	UTI89 phage lysis	PhoP inhibition	GPR35 arrestin U2OS	HIV peptide binding	SV40 large T antigen	RSV CPE inhibition	GPR55 antagonists	others
c1ccc(Cn2nnc(CNc3ccccc3)c2-c2c(CNc3ccccc3)nnn2Cc2ccccc2)cc1	0%	11%	0.3%	8%	-5%	2.6%	-4%	6.9%	-5%
CCOC(=O)c1oc2cc(OCC(N)=O)ccc2c(=O)c1-c1ccc(OC)c(OC)c1	-2%	8%	0.4%	-3%	-10%	0.6%	17%	-0.4%	2%
COc1cccc(N/C=C/C(=O)c2ccc(Br)cc2)c1	-4%	6%	0.4%	x	x	x	x	18%	x
c1ccc(NCc2cccnc2)cc1	-4%	17%	0.2%	-5%	15%	-0.9%	22%	-0.2%	0%

(further entries)
SMILES	NS5 inhibitors	MgcRacGAP inhibition	UTI89 phage lysis	PhoP inhibition	GPR35 arrestin U2OS	HIV peptide binding	SV40 large T antigen	RSV CPE inhibition	GPR55 antagonists	others
CCOc1ccc(CCNC(=O)c2nnc(CS(=O)(=O)c3ccccc3)o2)cc1OCC	-7%	6%	0.1%	-11%	-5%	1.1%	15%	0.7%	5%
Cc1nc2ccccc2c(=O)n1/N=C/c1ccc(N(C)C)cc1	1%	5%	5.1%	32%	-2%	-1.8%	9%	1.5%	1%
O=C(O)C(Cc1c[nH]c2ccccc12)NS(=O)(=O)c1ccc(Br)cc1 (configuration not stated)	-4%	7%	0.1%	8%	-1%	3.9%	25%	0.3%	6%
CCN(CC)S(=O)(=O)c1csc(C(=O)NC2CCCCC2)c1	6%	4%	0.1%	0%	2%	1.3%	5%	1.3%	10%
Cn1c(=O)[nH]c(=O)c2c1nc(Br)n2Cc1cccc(Br)c1	4%	13%	0.5%	-6%	3%	1.1%	7%	13%	6%
CC(=O)c1ccccc1C(=O)N1CCCC(CCC(=O)N2CCN(c3ccccn3)CC2)C1 (configuration not stated)	-3%	9%	0.1%	5%	7%	0.8%	7%	0.8%	-12%
COCC(=O)N(Cc1ccco1)c1nnc(C2CCOC2)s1 (configuration not stated)	2%	-2%	2.2%	39%	-13%	-1.3%	-6%	1.5%	-1%
COc1ccc(C(=O)NC(Nc2ccc(C)cc2)C(Cl)(Cl)Cl)cc1 (configuration not stated)	-6%	6%	0.1%	4%	6%	0.6%	-3%	1.4%	-1%
CCc1sc(C(=O)NCCCN2CCCC2=O)cc1Br	-1%	-10%	0.0%	4%	2%	0.1%	2%	0.6%	-6%
Nc1ccc2oc(-c3cccc(Br)c3)nc2c1	-2%	6%	2.5%	-6%	-10%	-1.8%	5%	u	-6%
c1ccc(-n2ncc3c2ncn2nnnc32)cc1	1%	6%	0.8%	-10%	8%	86%	u	0.1%	3%
O=C1CC(c2ccccc2)CC(=O)C1CS(=O)(=O)c1ccccc1 (configuration not stated)	-34%	3%	-0.6%	0%	10%	0.8%	13%	1.5%	3%
O=C(O)c1cccnc1SCc1cccc(Br)c1	-5%	4%	0.1%	1%	2%	0.9%	-2%	2.4%	-2%
Cc1ccccc1OCC(=O)N1CCN(C(=O)COc2ccccc2C)CC1	-5%	6%	0.3%	0%	3%	1.6%	3%	0.3%	12%
